hgDAF-12 ag – activates the H. glycines DAF-12 receptor ligand-binding domain | HEK293 GAL4-hgDAF12 UAS-luciferase reporter, agonist luminescence; normalized to butyrate control | activation, % at 6.8 µM | 1.8% of 370,000 active | AID 687014;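 active means activation above a cutoff set at the mean of all screened compounds plus 3 SD, cut at about 10% in these data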;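 further: 0% = DMSO wells and 100% = sodium butyrate wells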
SMARCA2 act – increases SMARCA2 function in MMTV reporter cells. activation, % at 9.1 µM. 1% of 370,000 active. MG213 cells, MMTV-luciferase reporter, dexamethasone, overnight. AID 652017; in the data active means activation above about 7.8%;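 further: 0% = vehicle wells and 100% = reference activator wells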
ssDAF-12 act – activates DAF-12 receptor from parasite S. stercoralis; HEK293 ssDAF-12/GRIP1 lit1-tk-luc reporter, luminescence; % of 3 µM dafachronic acid response; activation, % at 6.8 µM; 1% of 370,000 active; AID 652126;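 active means activation above the mean over all tested compounds plus 3 SD, cut at about 0.9% in these data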;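 further: 0% = DMSO-only wells and 100% = 3 µM delta7-dafachronic acid wells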
GC-A act – GC-A (human) enzyme activation; P16066; HEK293 GC-A cells, cGMP TR-FRET, EC30 ANP; 0% at EC30 ANP, 100% saturating ANP; activation, % at 10 µM; 0.14% of 370,000 active; in the data active means activation above about 40%
DAX1 inh-1 – NR0B1 (DAX1) inhibition; P51843; HEK293 Gal4-DAX1 luciferase reporter, luminescence; inhibition, % at 6.75 µM; 0.99% of 340,000 active; AID 504766;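 active means inhibition above the mean over all tested compounds plus 3 SD, cut at about 4.2% in these data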;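 further: 0% = DAX1-transfected cells with DMSO and 100% = empty-vector control cells with DMSO; inhibition shows as a rise in luminescence from relieved DAX1 repression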
Target sequence (P51843 207-470 limits assumed): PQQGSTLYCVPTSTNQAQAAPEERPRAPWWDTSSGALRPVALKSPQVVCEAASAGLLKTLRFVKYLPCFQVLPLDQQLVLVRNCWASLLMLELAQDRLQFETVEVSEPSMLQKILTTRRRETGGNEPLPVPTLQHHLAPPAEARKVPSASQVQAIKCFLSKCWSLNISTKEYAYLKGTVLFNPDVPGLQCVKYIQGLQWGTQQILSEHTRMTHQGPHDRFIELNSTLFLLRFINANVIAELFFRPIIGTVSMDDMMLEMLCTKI
DAX1 inh-2 – inhibitors of DAX1 repression of SF-1 activated StAR promoter | HEK293T StAR-luciferase reporter, SF-1/DAX-1 repression relief | inhibition, % at 6.8 µM | 1.1% of 370,000 active | AID 652010;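 active means inhibition above the mean over all tested compounds plus 3 SD, cut at about 3.6% in these data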;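 further: 0% = DAX-1 cells with DMSO and 100% = cells lacking DAX-1 with DMSO; higher inhibition means more luminescence from relief of DAX-1 repression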
ADAM10 inh – inhibits human ADAM10. recombinant ADAM10, EDANS/DABCYL FRET peptide cleavage, 3 h. inhibition, % at 7 µM. 0.62% of 370,000 active;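 active means inhibition above a per-campaign cutoff equal to the mean of compounds falling between control-based bounds plus 3 SD, cut at about 20% in these data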;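 further: 0% = DMSO wells while the 100% control is not disclosed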
PG9 Ab binder – PG9 antibody binding by small molecule | inhibition, % at 6.7 µM | AID 624416 | TR-FRET gp120-PG9 antibody binding | 0.43% of 360,000 active; in the data active means inhibition above about 8.5%
hcDAF12 agonist – H. contortus DAF-12 activation, primary screen. HEK293 hcDAF-12 lit1-tk-luc reporter, luminescence; 0% DMSO, 100% Δ7-dafachronic acid. activation, % at 6.8 µM. 1.4% of 370,000 active. AID 652067;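 active means activation above the mean of all tested compounds plus 3 SD, cut at about 5.5% in these data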;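 further: 100% = response to 3 µM Δ7-dafachronic acid high control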
GAA850 FXN act – increases GAA850 frataxin promoter reporter activity; HEK293 lucGAA850 FXN promoter luciferase reporter, 24 h; percent of 10 µM SAHA response; activation, % at 6 µM; 0.56% of 360,000 active;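 active means activation above the average of all compounds screened plus 3 SD, cutoff fixed separately per campaign, cut at about 7.5% in these data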;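 further: 0% = DMSO wells and 100% = 10 µM SAHA wells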
ADAM17 inh – inhibits human ADAM17; recombinant ADAM17, EDANS/DABCYL FRET peptide cleavage; inhibition, % at 6.95 µM; 0.83% of 370,000 active;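 active means inhibition above the mean of compounds lying between control limits plus 3 SD, set per campaign, cut at about 8.5% in these data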;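 further: 0% = DMSO-only wells as the low control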
Target sequence (P78536 215-824 limits assumed): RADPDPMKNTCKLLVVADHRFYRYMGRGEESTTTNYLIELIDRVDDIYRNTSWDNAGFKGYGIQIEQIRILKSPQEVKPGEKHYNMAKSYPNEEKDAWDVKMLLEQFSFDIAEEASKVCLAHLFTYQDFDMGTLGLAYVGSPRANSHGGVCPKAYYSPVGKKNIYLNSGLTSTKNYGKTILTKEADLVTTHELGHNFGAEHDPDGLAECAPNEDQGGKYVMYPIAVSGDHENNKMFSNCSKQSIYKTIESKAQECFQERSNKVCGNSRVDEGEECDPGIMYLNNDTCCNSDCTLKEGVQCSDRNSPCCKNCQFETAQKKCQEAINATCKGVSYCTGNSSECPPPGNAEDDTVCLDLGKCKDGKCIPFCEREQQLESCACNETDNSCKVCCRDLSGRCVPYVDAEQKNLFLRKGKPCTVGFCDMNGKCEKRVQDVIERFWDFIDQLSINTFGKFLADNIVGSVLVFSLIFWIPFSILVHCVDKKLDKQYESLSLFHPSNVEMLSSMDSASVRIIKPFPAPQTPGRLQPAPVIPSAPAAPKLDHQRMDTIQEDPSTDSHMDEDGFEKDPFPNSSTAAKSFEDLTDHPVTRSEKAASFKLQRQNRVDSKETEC
* = called active by the depositor; i = inactive; . = no result given.

Values run as follows: hgDAF-12 ag | SMARCA2 act | ssDAF-12 act | GC-A act | DAX1 inh-1 | DAX1 inh-2 | ADAM10 inh | PG9 Ab binder | hcDAF12 agonist | GAA850 FXN act | ADAM17 inh
CC1CC2C3CCC4=CC(=O)C=CC4(C)[C@@]3(Cl)C(O)CC2(C)C1(O)C(=O)CO (stereo not given in full)
  -2.8 | -4 | -1.1 | -1 | -0.7 | 2.3 | -3 | 0.4 | -0.8 | 0.0 | 1
CC(C)NC(=O)/C(=C/c1cn(-c2ccccc2)nc1-c1cccc([N+](=O)[O-])c1)NC(=O)c1ccccc1
  2.8 | -1 | -1.2 | -3 | 3.4 | 0.7 | 0 | 0.3 | -2.0 | -0.6 | -3
COc1ccc(-n2nc(C(=O)NCC(=O)NCCCN3CCOCC3)c3ccccc3c2=O)c(OC)c1
  -2.1 | -1 | -1.0 | -2 | -0.8 | 0.2 | 3 | -0.6 | -0.6 | 0.0 | 1
C=CCOc1ccc(CNC(C)(C)CO)cc1OC
  0.7 | 2 | -1.3 | 1 | 2.0 | 0.0 | -1 | 2.1 | -0.4 | -0.7 | 1
CCOc1ccc(C(=O)c2cc3ccc(O)cc3oc2=O)cc1
  -1.8 | -2 | -0.7 | -1 | 1.7 | 0.7 | -11 | 0.5 | -1.8 | 0.6 | -2
O=C1NCCCN1Cc1ccc(F)cc1
  0.5 | -1 | -1.2 | 3 | 1.6 | -0.8 | 1 | 1.5 | -0.1 | 5.1 | -4
CCC(C)c1ccccc1N1CC(C(=O)Nc2cccc(S(=O)(=O)N3CCOCC3)c2)CC1=O (stereo not given)
  -2.3 | 1 | -1.2 | -1 | 0.9 | -3.2 | 0 | -2.4 | -0.6 | 2.8 | -1
CC(C)CC(NS(=O)(=O)c1ccc2[nH]c(=O)c(=O)[nH]c2c1)C(=O)O (stereo not given)
  1.0 | -5 | -1.4 | -1 | -0.1 | -0.1 | -29 | -2.5 | -1.2 | 0.6 | -10
Cc1cccc(NC(=O)Cc2cccs2)n1
  6.4 | 7 | -0.4 | 1 | -1.4 | 0.6 | 8 | 0.7 | 2.1 | 5.3 | -2
CC(C#N)(NC(=O)CN1CCN(S(=O)(=O)c2ccccc2C#N)CC1)C1CC1 (stereo not given)
  2.3 | -1 | -1.2 | 0 | -0.6 | 1.0 | -8 | 1.6 | -2.2 | -0.6 | 1
Cc1nn(-c2ccccc2)c2nc(=O)n(-c3ccccc3)cc12
  0.9 | 3 | -0.5 | 5 | -0.2 | -0.5 | -5 | 0.9 | -1.3 | 0.5 | -3
COc1cccc(CC(=O)Nc2ccc(N3CCOCC3)c(S(=O)(=O)Nc3ccccc3OC)c2)c1
  -1.2 | 1 | -1.4 | -3 | -0.7 | -0.6 | 6 | 2.2 | -1.8 | 0.6 | 2
N=C(N)SCP(=O)(c1ccccc1)c1ccccc1
  1.0 | -1 | -1.1 | -4 | 1.3 | 0.5 | 5 | -1.3 | 3.2 | 5.3 | -1
C=CCn1c(C(C)NC(=O)c2cccc(C)c2)n[nH]c1=S (stereo not given)
  -1.1 | -2 | -1.7 | -1 | 0.1 | 0.5 | 6 | -0.9 | 1.0 | -0.3 | 2
COC(=O)C[C@H]1C[C@H]2c3cc(NC(=O)Nc4ccc(C(F)(F)F)cc4)ccc3O[C@H]2[C@@H](CO)O1
  -4.1 | -6 | -1.3 | 2 | -1.1 | -1.4 | 3 | -2.1 | -2.7 | 0.3 | 5
COc1ccccc1NS(=O)(=O)c1cc(C(=O)N2CCCCCCC2)ccc1C
  -1.8 | 0 | -1.9 | -3 | -0.2 | -2.4 | -2 | 1.9 | -1.2 | 1.1 | 0
CCCOc1ccc(C(=O)CCCC(=O)c2ccc(OCCC)cc2)cc1
  2.2 | 0 | -0.7 | -3 | 0.0 | 0.4 | -10 | -0.1 | 0.8 | 0.0 | -1
Cc1ccc(OC(C)C(=O)Nc2ccncc2)cc1C (stereo not given)
  -4.7 | -3 | -1.0 | -2 | -2.6 | -1.1 | 4 | 1.0 | -2.5 | -0.5 | 0
O=C(O)c1cc(Cl)c(Cl)cc1C(=O)Nc1cccc2cccnc12
  0.2 | -1 | -0.6 | 0 | 0.2 | -0.8 | -4 | 0.7 | 2.0 | 1.1 | -3
Cn1c(=O)c(C(=O)NNC(=O)c2ccccc2Br)c(O)c2ccccc21
  0.8 | -2 | -0.9 | -1 | -0.5 | -0.3 | 20* | 0.0 | 0.8 | -0.3 | 5
CCOC(=O)N1CCN(c2cc(=O)n(-c3ccc(C)cc3)c(=O)[nH]2)CC1
  5.1 | 0 | -0.9 | 6 | 0.5 | 3.4 | 3 | 2.0 | 0.9 | -0.2 | 2
CCC(C)n1c(SCc2ccc([N+](=O)[O-])cc2)nc2ccsc2c1=O (stereo not given)
  -2.3 | -2 | -1.6 | -3 | -0.8 | -1.4 | -1 | 2.3 | 1.6 | 1.1 | 3
CC(C)(C)c1cc(C2COC(=O)COCCOCC(=O)OCCOCCO2)cc(C(C)(C)C)c1O (stereo not given)
  -1.2 | 2 | -1.3 | -1 | 0.7 | 0.9 | -5 | -1.6 | -1.2 | 1.6 | -4
O=C(CN1C(=O)c2ccccc2C1=O)NCc1ccncc1
  -1.3 | -3 | -0.7 | 3 | 3.1 | -0.5 | -6 | -0.9 | -0.8 | -0.1 | -4
Cc1ccc(C(=O)NC(C#N)=C(Cl)Cl)cc1
  -7.1 | -12 | -2.1 | 12 | . | -3.3 | -4 | -4.4 | -3.9 | . | -1
CCN(Cc1nc(-c2ccc(C)cc2)no1)C(=O)c1ccco1
  3.8 | -2 | -1.1 | -5 | -1.9 | 0.0 | -3 | -2.3 | 4.1 | 1.7 | 0
O=[N+]([O-])c1ccc(C[n+]2cc(-c3ccccc3)n3c2CCCCC3)cc1
  -3.0 | -5 | -0.3 | 1 | -0.6 | 0.0 | 1 | -0.5 | -0.3 | 0.3 | -5
O=C(COC(=O)c1ccccc1O)Nc1ncc(Cl)cc1Cl
  -2.4 | 1 | -1.4 | -2 | -0.5 | -0.1 | -1 | 1.0 | -0.3 | -0.6 | -4
CN(Cc1ccccc1)C(NC(=O)c1ccco1)C(Cl)(Cl)Cl (stereo not given)
  -0.3 | -2 | -1.5 | -8 | 3.1 | -0.1 | 0 | -0.7 | 3.4 | 0.7 | -4
OCCC1CN(Cc2cn[nH]c2C2CCCCC2)CCN1C1CCCC1 (stereo not given)
  -0.1 | -3 | -1.5 | -1 | 0.4 | 1.8 | -10 | -1.9 | 1.5 | -1.0 | -3

2 entries from above in a different format.
molecule	hgDAF-12 ag	SMARCA2 act	ssDAF-12 act	GC-A act	DAX1 inh-1	DAX1 inh-2	ADAM10 inh	PG9 Ab binder	hcDAF12 agonist	GAA850 FXN act	ADAM17 inh
O=C(CN1C(=O)c2ccccc2C1=O)NCc1ccncc1	-1.3	-3	-0.7	3	3.1	-0.5	-6	-0.9	-0.8	-0.1	-4
CC1CC2C3CCC4=CC(=O)C=CC4(C)[C@@]3(Cl)C(O)CC2(C)C1(O)C(=O)CO (stereo not given in full)	-2.8	-4	-1.1	-1	-0.7	2.3	-3	0.4	-0.8	0.0	1

(listing goes on)
Values run as follows: hgDAF-12 ag | SMARCA2 act | ssDAF-12 act | GC-A act | DAX1 inh-1 | DAX1 inh-2 | ADAM10 inh | PG9 Ab binder | hcDAF12 agonist | GAA850 FXN act | ADAM17 inh
O=C(Cc1ccccc1[N+](=O)[O-])Nc1ccc2c(c1)OCO2
  4.7 | 0 | -1.0 | 2 | -0.7 | 0.0 | -3 | 0.0 | 0.0 | 3.9 | -2
CC(C)(C)n1nnnc1CN(Cc1ccco1)Cc1cc2cc3c(cc2[nH]c1=O)OCO3
  0.4 | 3 | -0.7 | 3 | -0.3 | 0.1 | i | -0.8 | -1.3 | 0.5 | -179
CCC(=O)Nc1ccc(OCC2CCCO2)cc1 (stereo not given)
  0.8 | 0 | -0.5 | 6 | 1.4 | 0.3 | 2 | 1.1 | -1.4 | 1.2 | -1
COc1ccccc1NC(=O)c1cc(S(=O)(=O)N2CCCC2)cn1C
  -0.5 | -1 | -0.7 | -3 | -0.2 | -0.2 | 0 | -1.7 | 2.0 | 0.5 | 1
CCOc1ccc(CNC(=O)CN2C(=O)C(c3ccccc3)Oc3cccnc32)cc1 (stereo not given)
  -2.0 | -3 | -1.3 | -1 | -0.4 | -0.3 | -15 | 0.6 | -2.1 | 0.1 | -8
CCOc1ccc(N(CC(=O)NCCC2=CCCCC2)S(=O)(=O)c2ccccc2)cc1
  5.4 | -5 | -0.3 | -3 | 0.4 | 0.0 | -11 | -3.5 | -0.2 | 5.5 | -5
COc1ccc(OC)c(-c2cc(C(=O)Nc3ccc(F)cc3F)no2)c1
  1.4 | -3 | -1.2 | 0 | -0.4 | 0.2 | 2 | -0.4 | -0.1 | 1.6 | 0
CN1CCN(C(=O)c2cc(Cl)ccc2Cl)CC1
  -0.7 | -1 | -1.2 | 6 | 0.6 | 0.2 | 1 | 0.2 | -1.5 | -1.2 | -3
Cc1ccc(C)c2c1sc(=NC(=O)CN1C(=O)CCC1=O)n2C
  -0.3 | 1 | -0.1 | 3 | 1.2 | 0.5 | -6 | 2.0 | -0.5 | 1.7 | 3
COc1ccc(C2/C(=C(/O)c3ccc(C)cc3)C(=O)C(=O)N2C)c(OC)c1 (stereo not given)
  0.1 | 0 | -1.1 | -2 | 0.9 | 0.4 | -6 | 1.1 | -0.8 | 1.3 | -10
O=C1C=CC(=C(c2ccc(O)cc2)c2ccc(O)cc2)C=C1
  7.2 | -7 | -1.8 | 3 | -2.4 | -7.6 | -9 | 1.2 | -3.7 | 8.6* | 1
O=C(c1ccc2c(c1)OCO2)N(Cc1ccco1)C1(C(=O)NC2CCCCC2)CCCCC1
  -0.4 | -2 | -1.5 | -33 | 1.2 | -1.4 | -2 | 1.4 | -0.8 | 3.4 | -1
CCCC(=O)N1CCN(c2nc(CC(C)C)c3c(c2C#N)CCC3)CC1
  -0.6 | -2 | -1.3 | 1 | -2.1 | -0.9 | -254 | -2.1 | -2.2 | 0.4 | -82
C=CCNC(=O)c1cc2c(C(F)(F)F)nn(C)c2s1
  -2.9 | 0 | -1.0 | 0 | 1.0 | 0.6 | 4 | -0.9 | -2.4 | 2.3 | -1
CN1CCC(N(C)C(=O)NC2CCCCC2)CC1
  0.7 | -3 | -1.6 | 1 | 0.2 | -0.1 | -8 | -0.5 | 1.5 | 1.1 | -9
COc1ccc2c(c1OC)C(=O)OC2Nc1ccc(S(=O)(=O)N=C(N)N)cc1 (stereo not given)
  -0.8 | 1 | -1.0 | -2 | 3.5 | 0.1 | -4 | -1.2 | 1.6 | 2.0 | -4
CNC(=S)SCCOc1ccc(C)cc1
  -0.2 | 0 | -0.9 | 31 | 1.4 | 0.2 | 10 | -0.4 | -1.9 | -1.6 | 0
O=C(Nc1ccc([N+](=O)[O-])cc1)OCCc1ccccn1
  3.9 | 3 | -0.1 | -2 | 0.3 | 0.0 | 8 | -1.7 | 1.2 | 3.6 | -5
COc1cccc(N2CCN(C(=O)C3CCN(C(=O)Nc4ccccc4)CC3)CC2)c1
  1.5 | -4 | -1.3 | 1 | 2.5 | 0.5 | -11 | 0.7 | -0.8 | -0.2 | -2
